# TDP43 rescue: inhibitors of TDP-43 toxicity in yeast; TDP-43 expressing yeast growth rescue, BacTiter-Glo, 24 h; Potency, µM (doses to about 46.1 µM), without a hit: at the highest dose growth rescue (activation), most hits filed as activators; 410,000 tested, 1.8% active; also: % of control where 0% means no effect; nearly all actives have a fitted effect of over 50% in size
#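 Readout is BacTiter-Glo luminescence of cell growth, so inhibitors register as activators. TDP-43-expressing yeast at OD600=0.02 in galactose medium, after raffinose pregrowth to mid-log, were incubated with compound for 24 hr at 30 deg C.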
# EPAC1 antagonist: EPAC1 (human) antagonism | EPAC1 GEF assay, Rap1b-BODIPY-GDP exchange fluorescence | O95398 | AID 720709 | 360,000 tested, 0.14% active | Potency, µM (doses to about 115 µM), for the others: top-dose activity change, negative = inhibition, usual class: inhibitors;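 also: plate controls were vehicle for no effect and positive control for full effect; nearly all actives have a fitted effect of over 50% in size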
# Target sequence (O95398 whole entry, looked up): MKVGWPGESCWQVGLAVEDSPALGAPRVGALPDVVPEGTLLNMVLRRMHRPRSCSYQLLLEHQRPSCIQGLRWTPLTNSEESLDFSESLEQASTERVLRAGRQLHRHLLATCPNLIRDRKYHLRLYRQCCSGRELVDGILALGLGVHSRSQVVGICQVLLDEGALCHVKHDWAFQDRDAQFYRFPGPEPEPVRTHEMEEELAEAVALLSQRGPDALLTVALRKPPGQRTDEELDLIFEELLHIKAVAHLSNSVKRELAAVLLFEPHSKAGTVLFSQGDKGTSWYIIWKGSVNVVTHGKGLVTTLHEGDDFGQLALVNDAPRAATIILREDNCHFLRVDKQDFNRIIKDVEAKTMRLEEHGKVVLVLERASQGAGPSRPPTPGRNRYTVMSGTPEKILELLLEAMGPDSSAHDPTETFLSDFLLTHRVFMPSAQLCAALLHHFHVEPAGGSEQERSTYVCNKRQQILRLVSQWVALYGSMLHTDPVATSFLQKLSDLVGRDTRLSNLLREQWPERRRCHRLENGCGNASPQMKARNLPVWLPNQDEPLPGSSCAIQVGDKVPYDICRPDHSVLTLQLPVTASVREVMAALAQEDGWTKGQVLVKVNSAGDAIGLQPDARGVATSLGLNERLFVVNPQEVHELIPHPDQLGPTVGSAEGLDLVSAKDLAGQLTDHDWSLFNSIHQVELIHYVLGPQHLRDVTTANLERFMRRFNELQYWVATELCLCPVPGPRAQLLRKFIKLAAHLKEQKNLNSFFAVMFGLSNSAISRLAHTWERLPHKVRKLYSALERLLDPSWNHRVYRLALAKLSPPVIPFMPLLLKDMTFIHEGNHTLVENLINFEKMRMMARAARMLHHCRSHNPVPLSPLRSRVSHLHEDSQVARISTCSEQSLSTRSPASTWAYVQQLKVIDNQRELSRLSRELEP
# EPAC2 agonist: activates human EPAC2 exchange factor | 360,000 tested, 0.079% active | Potency, µM (doses to about 154 µM), for the others: top-dose activation, actives largely listed as activators | EPAC2 activation, biochemical qHTS; response scale: 100% = 6.5 mM cAMP response; also: nearly all actives have a fitted effect of over 50% in size
#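 Readout is BODIPY fluorescence (480 nm excitation, 540 nm emission), which falls as labeled GDP is exchanged off Rap1B. EPAC2 at 100 nM acted on 250 nM RAP1B-BODIPY-GDP with 50 uM GDP present.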
# PTHR1 agonist: agonists of human PTHR1 parathyroid hormone receptor | Q03431 | 410,000 tested, 0.075% active | Potency, µM (doses to about 115 µM), for the others: top-dose activation, hits mostly activators | HEK293 GP2 PTHR1 cells, GloSensor cAMP luminescence, 1 h; also: nearly all actives have a fitted effect of over 55% in size; some results filed as inactive show a strong effect at the top dose; inactives centre near -15; many of its hits are not listed in these tables
#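 HEK-293-derived GP2 cells expressing PTHR1 and a GloSensor cAMP reporter, 3,000/well, plated overnight, given luciferin plus IBMX (each 0.5 mM as added) for 1 h at 37 °C, then compound for 1 h at 37 °C. Luminescence was read after 15 min at room temperature.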
# EPAC1 ag: EPAC1 (human) agonism. EPAC1 agonist qHTS, biochemical assay; response scale: 100% = response to 6.5 mM cAMP. Potency, µM (highest dose often 154 µM), for the others: top-dose activation, most hits filed as activators. 360,000 tested, 0.073% active. AID 720707; also: nearly all actives have a fitted effect of over 60% in size
#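 EPAC1 100 nM, Rap1B–BODIPY-GDP 250 nM, unlabeled GDP 50 uM; compound titration; 5 min RT; kinetic read ex480/em540 at 5-min intervals ×30 min; data normalized to 6.5 mM cAMP agonist control.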
# aSyn yeast inh: alpha-synuclein toxicity inhibition in yeast; 370,000 tested, 0.14% active; Potency, µM (highest dose often 46.1 µM), without a hit: top-dose growth rescue (activation), usual class: activators; Yeast expressing alpha-synuclein, growth rescue, BacTiter-Glo, 24 h; also: % of control where 0% means no effect; nearly all actives have a fitted effect of over 65% in size
#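 Galactose-induced alpha-syn yeast (OD600=0.02, raffinose-pregrown) + pinned cpd, 24 hr, 30 deg C; growth by BacTiter-Glo luminescence. Growth restoration scores as activation.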
# EPAC2 antag: antagonists of human EPAC2; Q8WZA2; EPAC2 GEF exchange of Rap1B-BODIPY-GDP, fluorescence; Potency, µM (doses to about 114 µM), for the others: at the highest dose activity, negative = inhibition, most hits filed as inhibitors; 360,000 tested, 0.18% active; also: % is scaled to controls: 0 for no effect and ±100 for the full control effect; nearly all actives have a fitted effect of over 45% in size; many of its hits are not listed in these tables
# FUS suppressor: suppressors of FUS proteinopathy in yeast; S. cerevisiae FUS-expressing, growth rescue, OD600, 24 h; Potency, µM (series often up to 76.6 µM), without a hit: top-dose growth rescue (activation), hits mostly activators; 390,000 tested, 0.24% active; AID 1347120;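 also: plate controls were DMSO vehicle for no effect and reference control for full effect; nearly all actives have a fitted effect of over 55% in size; some results filed as inactive show a strong effect at the top dose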
#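 Restored growth of FUS-toxic S. cerevisiae, read as 600 nm absorbance after 24 h at 30C in galactose medium (starting OD 0.005). Controls CP55940 and DMSO.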
# * marks the source's active call; other numbers are inactive results; i = inactive; ? = inconclusive; · = not tested or not shown; [ ] = remark or other dose. Calls follow the shape of the dose curve; as a rule, active = well fitted curve in the direction sought with a large enough effect; inconclusive = small, poorly fitted or top-dose-only effect, or another doubt; inactive = no such curve, though single readings can be large; an effect the other way counts as inactive or inconclusive. Potency is read from the fitted curve at half-maximal effect. An excerpt (hit frequency here may not be typical).
1	COc1ccc(CNC(=O)C/C(C)=N/NC(=O)COc2ccc(C)cc2Br)cc1
2	O=C(CSc1nnc(Nc2ccccc2)s1)NC1CCS(=O)(=O)C1 (stereo not drawn)
3	COc1cc(-c2noc(C)c2C(=O)NCCCN2CCOCC2)cc(OC)c1OC
4	O=C(CSc1ccccc1)N[C@@H](Cc1ccccc1)C(=O)O
5	CCn1ncc([N+](=O)[O-])c1C(=O)Nc1ccc(C(=O)N2CCCCC2)cc1
6	Cc1c(Cc2ccccc2)[n+](=O)c2ccccc2n1[O-]

Screen / compound no.	1	2	3	4	5	6
TDP43 rescue	-14%	-13%	25%	11%	-1%	15%
EPAC1 antagonist	-13%	9%	8%	-5%	9%	1%
EPAC2 agonist	-5%	-3%	6%	6%	-2%	4%
PTHR1 agonist	-6%	-19%	i	-24%	-10%	i
EPAC1 ag	-14%	2%	6%	4%	-3%	8%
aSyn yeast inh	6%	0%	-3%	2%	2%	2%
EPAC2 antag	-4%	3%	3%	9%	8%	-3%
FUS suppressor	-9%	-3%	-10%	10%	3%	-10%

7	Cn1c(=O)cc(OCC(=O)NCc2cccnc2)c2ccccc21
8	O=C(CSCC(=O)OCn1nnc2ccccc2c1=O)Nc1ccc(Cl)cc1
9	CCCN(C(=O)Nc1cn(CC(C)C)c(=O)c2ccccc12)c1ccc(F)cc1
10	COc1ccc(-n2c(Cc3cccn3C)nnc2SCC(=O)Nc2ccccc2F)cc1
11	CC(=O)C1C(c2ccc(O)cc2)NC(=O)NC1(O)C(F)(F)F (stereo not drawn)
12	Cc1ccc(S(=O)(=O)N2CCC(C(=O)N[C@@H](C)C(=O)Nc3ccc4c(c3)OCO4)CC2)cc1

Screen / compound no.	7	8	9	10	11	12
TDP43 rescue	-8%	?	9%	17%	13%	-13%
EPAC1 antagonist	-8%	-5%	·	?	-1%	-13%
EPAC2 agonist	8%	25%	·	8%	0%	6%
PTHR1 agonist	?	?	-1%	-20%	-1%	i
EPAC1 ag	5%	3%	·	-2%	-8%	-6%
aSyn yeast inh	0%	?	7%	-1%	-1%	-2%
EPAC2 antag	7%	5%	·	-6%	1%	-13%
FUS suppressor	13%	·	-2%	?	-19%	40%

13	COc1ccc(CCNC(=O)c2nnn(-c3ccc4c(c3)OCCO4)c2N)cc1OC
14	CSCCC(NC(=O)c1cc(C)oc1C)C(=O)O (stereo not drawn)
15	COc1ccc(C(c2sc3nc(C)nn3c2O)N2CC(C)OC(C)C2)cc1OC (stereo not drawn)
16	COCCN(C(=O)Cc1cccs1)C(C(=O)NCc1ccc(OC)cc1)c1ccc(C)cc1 (stereo not drawn)
17	O=C(NCc1nnc(SCC(=O)N2CCCCC2)o1)c1ccc(F)cc1
18	Cc1c(-c2ccccc2)c(=O)oc2cc(O)ccc12

Screen / compound no.	13	14	15	16	17	18
TDP43 rescue	2%	0%	11%	0%	1%	?
EPAC1 antagonist	-4%	5%	8%	8%	-6%	5%
EPAC2 agonist	11%	6%	9%	1%	7%	5%
PTHR1 agonist	-16%[57.5 µM]	i	i	-13%[57.5 µM]	i	i
EPAC1 ag	3%	-1%	6%	13%	7%	4%
aSyn yeast inh	0%	·	-3%	9%	-2%	5%
EPAC2 antag	0%	10%	5%	-3%	11%	-1%
FUS suppressor	8%	-23%	-17%	21%	11%	5%

19	Cc1[nH]n(-c2ccc(F)cc2)c(=O)c1/C=N/c1sc2c(c1C#N)CCCC2
20	CC1=CS/C(=C(/C#N)C(=O)N2CCOCC2)N1c1ccccc1
21	CCCCCNC(=O)C(c1cccc2ccccc12)n1c(=O)c(-c2ccccc2)nc2ccccc21 (stereo not drawn)
22	COc1ccccc1N1CCN(/N=C/c2ccccc2C(=O)O)CC1
23	Cn1c(=O)c2c(ncn2CCC(=O)N/N=C/c2ccccc2)n(C)c1=O
24	Cc1noc(C)c1-c1ccc(C(=O)NCc2cccc(Cl)c2)c2occc12

Screen / compound no.	19	20	21	22	23	24
TDP43 rescue	-12%	-2%	19%	14%	-8%	?
EPAC1 antagonist	6%	-20%	13%	16%	17%	-7%
EPAC2 agonist	1%	-7%	8%	5%	12%	13%
PTHR1 agonist	-15%	?	-21%	-8%	i	-20%
EPAC1 ag	-7%	-3%	-15%	5%	11%	1%
aSyn yeast inh	0%	4%	6%	4%	1%	-1%
EPAC2 antag	0%	-9%	18%	9%	5%	0%
FUS suppressor	-3%	26%	0%	-10%	0%	39%

25	C/C(=N\NC(=O)CSc1nc2nc(C)cc(C)n2n1)c1ccccc1
26	COc1ccc(C(=O)NC2CC(C)(C)Cc3c2cnn3-c2ccccc2C)o1 (stereo not drawn)
27	NS(=O)(=O)c1ccc(NC(=O)COC(=O)c2cccc(S(=O)(=O)N3CCCC3)c2)cc1
28	O=C(NCc1ccco1)Nc1ccc(Br)cc1Cl
29	O=C(O)CCCC(=O)Nc1nncs1
30	CCc1ccc(N=C2NC(=O)CS2)cc1

Screen / compound no.	25	26	27	28	29	30
TDP43 rescue	-13%	22%	6%	-10%	0%	22%
EPAC1 antagonist	-2%	-2%	-26%	4%	-8%	-11%
EPAC2 agonist	-7%	-1%	8%	6%	6%	4%
PTHR1 agonist	-9%[57.5 µM]	i	i	-10%[57.5 µM]	-23%	-24%
EPAC1 ag	-4%	-18%	8%	-3%	-4%	3%
aSyn yeast inh	-7%	-11%	1%	0%	-4%	1%
EPAC2 antag	8%	5%	-8%	11%	4%	-2%
FUS suppressor	-12%	27%	-17%	3%	-31%	4%

31	CC(=O)Nc1ccc(OCC(O)Cn2cncn2)cc1 (stereo not drawn)
32	COc1ccc(CCNC(=O)C2CC(=O)N(CCc3ccc(C)cc3)C2)cc1OC (stereo not drawn)
33	Cc1[nH]c(C)c(S(=O)(=O)NCc2ccco2)c1C(=O)N1CCCCC1
34	CC(C)C[C@H]1CNC(=O)C(=O)N1C[C@H]1CCCN1C[C@H](Cc1ccc(O)cc1)N1C[C@H](CC(C)C)N(CC2CCCCCC2)C(=O)C1=O
35	COc1ccccc1CNC(=O)CN(C)S(=O)(=O)c1ccc2c(c1)c(=O)n(C)c(=O)n2C
36	COc1ccccc1OCCNS(=O)(=O)c1ccc2oc3ccccc3c2c1

Screen / compound no.	31	32	33	34	35	36
TDP43 rescue	-11%	-8%	0%	9%	1%	16µM*
EPAC1 antagonist	?	-2%	5%	-10%	-3%	-21%
EPAC2 agonist	20%	-6%	1%	-9%	1%	6%
PTHR1 agonist	-17%	-16%	i	-12%	20%	-7%
EPAC1 ag	4%	-7%	-9%	-5%	3%	-9%
aSyn yeast inh	-10%	0%	0%	1%	-9%	?
EPAC2 antag	-22%	1%	5%	?	0%	-7%
FUS suppressor	20%	16%	-8%	26%	-14%	33%

37	Cc1ccc(NC(=S)N2CCCC(O)C2)cc1 (stereo not drawn)
38	CN(C)/C(=N\S(=O)(=O)c1ccc(F)cc1)c1ccccc1
39	O=C(Nc1ncc2c(n1)CC(c1cccc(Cl)c1)CC2=O)c1ccco1 (stereo not drawn)
40	O=C(Nc1ccc(S(=O)(=O)NC2=NCCCCC2)cc1)c1cc(S(=O)(=O)N2CCOCC2)ccc1F
41	Clc1ccc(Cl)c(OCc2cc(-c3ccccc3Cl)on2)c1
42	CCCCOc1ccc(S(=O)(=O)NNC(=O)c2cc3ccccc3o2)cc1

Screen / compound no.	37	38	39	40	41	42
TDP43 rescue	-14%[9.22 µM]	3%	20%	26%	-18%	-7%
EPAC1 antagonist	-15%	7%	?	6%	10%	2%
EPAC2 agonist	-2%	6%	21%	0%	-3%	13%
PTHR1 agonist	i	i	-40%[inhibitor]	-23%	i	-7%
EPAC1 ag	-4%	6%	2%	2%	5%	-5%
aSyn yeast inh	-9%	4%	1%	0%	3%	0%
EPAC2 antag	-9%	3%	-2%	8%	16%	-1%
FUS suppressor	8%	-14%	·	·	21%	·

43	CN(Cc1c(C(=O)N/N=C/c2ccc(O)cc2)nnn1-c1nonc1N)C1CCCCC1
44	Cc1ccc(S(=O)(=O)N(C)c2ccc(C(=O)NCC(c3ccccc3)N3CCCC3)cc2)cc1 (stereo not drawn)
45	COc1ccccc1C(=O)Nc1nnc(-c2ccc(F)cc2)s1
46	Cc1c(Cl)c(C(F)F)nn1CC(=O)NC1C(=O)N2C(C(=O)O)=C(CSc3nnnn3C)CSC12 (stereo not drawn)
47	O=C(NN=Cc1ccc2c(c1)OCO2)c1ccccc1
48	CC1(C(=O)NS(=O)(=O)c2ccccc2Cl)CCN1C(=O)c1cccc2ccccc12 (stereo not drawn)
49	COc1ccc(C(=O)N/N=C/c2ccc(OC)c(CSc3ccccn3)c2)cc1

Screen / compound no.	43	44	45	46	47	48	49
TDP43 rescue	19%	9%	13%	-2%	-7%	?	25%
EPAC1 antagonist	-20%	2%	1%	1%	4%	12%	16%
EPAC2 agonist	-9%	2%	0%	7%	10%	2%	3%
PTHR1 agonist	-76%[inhibitor]	i	-63%[inhibitor]	-8%	-64%[inhibitor]	-13%	-19%
EPAC1 ag	-1%	6%	-10%	6%	10%	5%	10%
aSyn yeast inh	1%	0%	-4%	-3%	-6%	6%	9%
EPAC2 antag	11%	3%	9%	0%	18%	-3%	0%
FUS suppressor	1%	19%	5%	11%	-3%	-14%	-1%

# Quoted at random: 6 compounds from above, in no set order.
43	CN(Cc1c(C(=O)N/N=C/c2ccc(O)cc2)nnn1-c1nonc1N)C1CCCCC1
44	Cc1ccc(S(=O)(=O)N(C)c2ccc(C(=O)NCC(c3ccccc3)N3CCCC3)cc2)cc1 (stereo not drawn)
46	Cc1c(Cl)c(C(F)F)nn1CC(=O)NC1C(=O)N2C(C(=O)O)=C(CSc3nnnn3C)CSC12 (stereo not drawn)
45	COc1ccccc1C(=O)Nc1nnc(-c2ccc(F)cc2)s1
48	CC1(C(=O)NS(=O)(=O)c2ccccc2Cl)CCN1C(=O)c1cccc2ccccc12 (stereo not drawn)
47	O=C(NN=Cc1ccc2c(c1)OCO2)c1ccccc1

Screen / compound no.	43	44	46	45	48	47
TDP43 rescue	19%	9%	-2%	13%	?	-7%
EPAC1 antagonist	-20%	2%	1%	1%	12%	4%
EPAC2 agonist	-9%	2%	7%	0%	2%	10%
PTHR1 agonist	-76%[inhibitor]	i	-8%	-63%[inhibitor]	-13%	-64%[inhibitor]
EPAC1 ag	-1%	6%	6%	-10%	5%	10%
aSyn yeast inh	1%	0%	-3%	-4%	6%	-6%
EPAC2 antag	11%	3%	0%	9%	-3%	18%
FUS suppressor	1%	19%	11%	5%	-14%	-3%
